GPR35 antagonists: GPR35 antagonists blocking zaprinast-driven arrestin recruitment, primary screen, imaging, U2OS, beta-arrestin-GFP, zaprinast agonist (AID 2058) | U2OS GPR35 beta-arrestin-GFP translocation imaging, zaprinast antagonism; higher % means a stronger effect | one-dose inhibition, % at 10 µM; IC50 in µM for titrated hits | 290,000 compounds, 0.052% hits;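 active = inhibition of at least 50% with at least 30 cells and total cytoplasm GFP at most 10,000,000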
Large T inhibition: SV40 large T antigen inhibitors, biochemical (AID 1903); SV40 large T antigen ATPase/helicase inhibition assay; higher % means a stronger effect; inhibition, % at 20 µM; hits with a dose series show IC50 in µM; 310,000 compounds, 0.39% hits; in the data active = a potency from the dose series; also: strong numbers were not always called active
RSV antiviral HEp-2: RSV antiviral activity via CPE protection, HEp-2 cells, primary 10 µM value included (AID 2391); 310,000 compounds, 0.13% hits; HEp-2 cells, RSV-induced CPE inhibition; higher % means a stronger effect; one-dose CPE inhibition, % at 10 µM; IC50 in µM for titrated hits; in the data active = a potency from the dose series; also: strong numbers were not always called active
Rac1 GTP hydrolysis: MgcRacGAP GTPase-activating activity inhibitors, confirmation, biochemical, ADP Hunter fluorescence; Rac GTPase-activating protein 1 (Homo sapiens); MgcRacGAP-stimulated Rac1 GTP hydrolysis, ADP Hunter fluorescence; higher % means a stronger effect; GST-tagged Rac1 F28L mutant substrate; inhibition, % at 30 µM; hits with a dose series show IC50 in µM; 340,000 compounds, 0.6% hits;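 active = first-screen hits whose inhibition reached a set limit at any dose in the follow-up dose series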;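 also: fluorescence reports GDP produced by GAP-driven GTP hydrolysis; strong numbers were not always called active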
GPR55 LPI antagonism: GPR55 antagonists blocking LPI-driven arrestin recruitment, primary screen, imaging, U2OS, beta-arrestin-GFP, LPI agonist (AID 2013); G-protein coupled receptor 55 (Homo sapiens); U2OS GPR55 beta-arrestin-GFP translocation imaging, LPI antagonism; higher % means a stronger effect; inhibition, % at 10 µM, or IC50 in µM where a hit was titrated; 290,000 compounds, 0.13% hits;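 active = spots per cell inhibited over 60%, with over 100 cells counted and total cytoplasm intensity under 500,000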;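 also: U2OS cells stably carrying GPR55 and arrestin-GFP stimulated by 5 µM LPI near EC80; imaged beta-arrestin-GFP aggregate spots per cell after agonist stimulation; plate controls were LPI-stimulated DMSO wells for no effect and DMSO wells without LPI for full effect; some results filed as inactive read as strong as hits; confirmed hits need IC50 under 10 µM and bright autofluorescent wells are also inconclusive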
K1F lysis inhibition: inhibition of K1F phage lysis, E. coli UTI89, bacterial capsule biogenesis inhibitors, alamar blue (AID 488966) | 340,000 compounds, 0.02% hits | E. coli UTI89 K1F phage lysis, alamar blue, 2 h; higher % means a stronger effect | one-dose inhibition, % at 100 µM; IC50 in µM for titrated hits;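 active = phage lysis inhibition, versus mean bacterial control, above a set limit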;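 also: capsule biogenesis inhibitors block K1F phage lysis so surviving cells raise fluorescence; higher fluorescence means more inhibition of phage lysis; actives were called in the ten point dose series up to 300 µM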
HIV peptide binding: inhibitors of HIV fusion peptide binding, primary screen, biochemical, uHTS, fluorescence dequenching (AID 1986) | inhibition, % at 20 µM; hits with a dose series show IC50 in µM | cell-free peptide binding, fluorescence dequenching, 30 min; higher % means a stronger effect | 290,000 compounds, 0.3% hits; in the data active = inhibition mostly above about 52%, no sharp cut-off; inactive = mostly below about 76%; also: some results filed as inactive read as strong as hits
Dengue-2 NS5 capping: Dengue-2 NS5 methyltransferase inhibitors, primary screen, biochemical, confirmation dose response (AID 588689) | Dengue-2 NS5 methyltransferase capping enzyme assay, biochemical; higher % means a stronger effect | 340,000 compounds, 0.3% hits | Genome polyprotein (Dengue virus type 2 (strain 16681-PDK53)) | inhibition, % at 25 µM; hits with a dose series show IC50 in µM; in the data active = a potency from the dose series
Salmonella PhoP GFP: inhibitors of PhoP regulon expression, primary screen, Salmonella Typhimurium, GFP reporter (AID 1863); S. Typhimurium PhoP-regulated promoter GFP reporter, 4 h; higher % means a stronger effect; inhibition, % at 50 µM; hits with a dose series show IC50 in µM; 300,000 compounds, 0.16% hits;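 active = inhibition over 29.93%, a cutoff 3 SD above the screen mean, later confirmed by dose response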;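 also: 0% = low Mg2+ inducing control and 100% = high Mg2+ repressing control; strong numbers were not always called active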
Numbers without * were called inactive; nt = not tested or not shown; [ ] = another dose, or the depositor's remark.

1) O=C(NNc1c(Cl)cccc1Cl)c1c(F)cccc1Cl
2) Cc1ccc(NC(=O)Cn2cnc3cc([N+](=O)[O-])ccc3c2=O)cc1
3) Cc1ccc(Nc2c(-c3ccco3)nc3ccccn23)cc1
4) CC(C)(C)c1ccc(OC(=O)c2ccc3nsnc3c2)cc1
5) CC(C)(C)OC(=O)N1CCN(C(=O)c2cccnc2Cl)CC1
6) O=C(Nc1ccccc1)C1CC2CCCC(C1)C2=O (configuration not stated)
7) COc1cccc(-c2noc(N)c2C#N)c1
8) Cc1ccc(C(=O)Nc2ccc3c(c2)OCCO3)c(C)c1
Compound | 1 | 2 | 3 | 4 | 5 | 6 | 7 | 8
HIV peptide binding | -1.4% | -1.2% | 3.8% | -4.3% | 0.7% | -1.9% | 1.1% | -1.8%
GPR35 antagonists | 17.7% | -11.6% | 14.2% | -3.6% | -0.9% | -9.1% | -4.6% | 0.0%
GPR55 LPI antagonism | 10.8% | 2.8% | 13.5% | 2.8% | 0.7% | 8.3% | 0.5% | 7.3%
RSV antiviral HEp-2 | nt | 1.5% | 7.6% | 2.5% | 1.2% | 0.9% | 6.7% | 0.5%
Rac1 GTP hydrolysis | 8.3% | 3.9% | 38.4% | -0.2% | -2.8% | 7.6% | 1.7% | 15.8%
Dengue-2 NS5 capping | -9.2% | 3.5% | 3.9% | -2.1% | 1.6% | -1.4% | -4.8% | 0.4%
K1F lysis inhibition | -0.1% | 1.5%[50 µM] | 0.7% | 1.4%[50 µM] | -0.4% | 0.5% | 5.3% | -1.7%
Large T inhibition | 9.2% | 11.3% | 29.2% | 5.2% | 8.8% | 4.5% | 0.5% | 26.5%
Salmonella PhoP GFP | -9.2% | -7.0% | 0.2% | -12.6% | -7.9% | -1.0% | 14.3% | 6.1%

9) CC(C)C(NC(=O)c1ccc(Br)cc1)C(=O)NC1=NCCS1 (configuration not stated)
10) Cc1ccccc1NC(=S)N(Cc1cccnc1)Cc1ccco1
11) COC(=O)N1CCN(c2ccc(OC)cc2)CC1
12) CCc1ccc(-c2nc(-c3ccncc3)no2)cc1
13) CCOC(=O)CCc1c(C)c2ccc(OCc3ccc([N+](=O)[O-])cc3)cc2oc1=O
14) COC(C)(C)[C@]12CC(O)(c3ccccc3)ON1[C@H]1CCCCC1N2O (some centres not stated)
15) CCCSc1nc2c(c(=O)[nH]c(=O)n2C)n1CC(O)COc1ccccc1 (configuration not stated)
16) Cc1ccc(C(=O)c2cc3ccccc3o2)cc1
Compound | 9 | 10 | 11 | 12 | 13 | 14 | 15 | 16
HIV peptide binding | 1.3% | 1.5% | -0.5% | 2.3% | 0.0% | 0.0% | -1.1% | 1.0%
GPR35 antagonists | 4.4% | -2.6% | -18.6% | 11.5% | 11.3% | -0.8% | -2.0% | 6.3%
GPR55 LPI antagonism | -1.5% | 10.9% | 0.5% | -0.3% | 5.3% | 5.3% | 1.3% | -6.1%
RSV antiviral HEp-2 | 0.6% | 1.2% | 1.4% | 5.3% | 2.9% | -0.1% | 2.8% | 1.1%
Rac1 GTP hydrolysis | 7.3% | 7.1% | 21.3% | 4.9% | 8.2% | 14.1% | 0.3% | 6.6%
Dengue-2 NS5 capping | -2.7% | -0.7% | -0.8% | -2.0% | -8.2% | 3.8% | 1.5% | -7.2%
K1F lysis inhibition | 0.1% | 3.4%[50 µM] | 5.6% | 1.3% | -0.4% | 1.4% | -0.5% | 4.3%
Large T inhibition | 6.2% | 11.5% | 5.9% | 11.2% | -0.9% | 2.9% | 8.7% | 6.6%
Salmonella PhoP GFP | -9.0% | 8.4% | 2.5% | -5.6% | -6.8% | 2.7% | -6.4% | 4.4%

17) CC(=O)C1=C(O)C(=O)N(c2ccc(O)cc2)C1c1ccccc1Cl (configuration not stated)
18) Cc1ccc(C)c(NC(=O)CN(C)S(=O)(=O)c2ccccc2)c1
19) CCCCCCCCCCCCN1C/C(=C\C(=O)OCC)c2cc(C(F)(F)F)ccc2S1(=O)=O
20) CC1CCCCN1Cc1ccc(-c2nn[nH]n2)cc1 (configuration not stated)
21) CN(C)C(CNC(=O)c1ccc(S(=O)(=O)Nc2ccccc2F)cc1)c1ccccc1 (configuration not stated)
Compound | 17 | 18 | 19 | 20 | 21
HIV peptide binding | 0.9% | -0.2% | 3.7% | 1.9% | -0.7%
GPR35 antagonists | 1.0% | -0.6% | -0.2% | 2.9% | -9.9%
GPR55 LPI antagonism | 9.1% | -5.5% | 3.5% | -9.8% | 21.0%
RSV antiviral HEp-2 | -0.3% | 0.8% | -2.6% | -1.1% | -0.4%
Rac1 GTP hydrolysis | 13.4% | 12.2% | 10.9% | 9.0% | 4.2%
Dengue-2 NS5 capping | 6.6% | 4.8% | -8.4% | -3.4% | 2.6%
K1F lysis inhibition | 0.4% | -0.5% | -1.2% | 0.1% | 0.6%[50 µM]
Large T inhibition | 14.3% | 3.3% | 17.6% | 8.0% | 7.3%
Salmonella PhoP GFP | 1.5% | 6.2% | 8.6% | 1.8% | -6.5%

Part of the list above in order of SMILES length, low to high.
16) Cc1ccc(C(=O)c2cc3ccccc3o2)cc1
12) CCc1ccc(-c2nc(-c3ccncc3)no2)cc1
1) O=C(NNc1c(Cl)cccc1Cl)c1c(F)cccc1Cl
3) Cc1ccc(Nc2c(-c3ccco3)nc3ccccn23)cc1
8) Cc1ccc(C(=O)Nc2ccc3c(c2)OCCO3)c(C)c1
9) CC(C)C(NC(=O)c1ccc(Br)cc1)C(=O)NC1=NCCS1 (configuration not stated)
17) CC(=O)C1=C(O)C(=O)N(c2ccc(O)cc2)C1c1ccccc1Cl (configuration not stated)
15) CCCSc1nc2c(c(=O)[nH]c(=O)n2C)n1CC(O)COc1ccccc1 (configuration not stated)
2) Cc1ccc(NC(=O)Cn2cnc3cc([N+](=O)[O-])ccc3c2=O)cc1
21) CN(C)C(CNC(=O)c1ccc(S(=O)(=O)Nc2ccccc2F)cc1)c1ccccc1 (configuration not stated)
Compound | 16 | 12 | 1 | 3 | 8 | 9 | 17 | 15 | 2 | 21
HIV peptide binding | 1.0% | 2.3% | -1.4% | 3.8% | -1.8% | 1.3% | 0.9% | -1.1% | -1.2% | -0.7%
GPR35 antagonists | 6.3% | 11.5% | 17.7% | 14.2% | 0.0% | 4.4% | 1.0% | -2.0% | -11.6% | -9.9%
GPR55 LPI antagonism | -6.1% | -0.3% | 10.8% | 13.5% | 7.3% | -1.5% | 9.1% | 1.3% | 2.8% | 21.0%
RSV antiviral HEp-2 | 1.1% | 5.3% | nt | 7.6% | 0.5% | 0.6% | -0.3% | 2.8% | 1.5% | -0.4%
Rac1 GTP hydrolysis | 6.6% | 4.9% | 8.3% | 38.4% | 15.8% | 7.3% | 13.4% | 0.3% | 3.9% | 4.2%
Dengue-2 NS5 capping | -7.2% | -2.0% | -9.2% | 3.9% | 0.4% | -2.7% | 6.6% | 1.5% | 3.5% | 2.6%
K1F lysis inhibition | 4.3% | 1.3% | -0.1% | 0.7% | -1.7% | 0.1% | 0.4% | -0.5% | 1.5%[50 µM] | 0.6%[50 µM]
Large T inhibition | 6.6% | 11.2% | 9.2% | 29.2% | 26.5% | 6.2% | 14.3% | 8.7% | 11.3% | 7.3%
Salmonella PhoP GFP | 4.4% | -5.6% | -9.2% | 0.2% | 6.1% | -9.0% | 1.5% | -6.4% | -7.0% | -6.5%

19) CCCCCCCCCCCCN1C/C(=C\C(=O)OCC)c2cc(C(F)(F)F)ccc2S1(=O)=O
Compound | 19
HIV peptide binding | 3.7%
GPR35 antagonists | -0.2%
GPR55 LPI antagonism | 3.5%
RSV antiviral HEp-2 | -2.6%
Rac1 GTP hydrolysis | 10.9%
Dengue-2 NS5 capping | -8.4%
K1F lysis inhibition | -1.2%
Large T inhibition | 17.6%
Salmonella PhoP GFP | 8.6%

Screens deposited in PubChem BioAssay by several laboratories.
